SKN-1 inh = blocks SKN-1 activity in C. elegans | inhibition, % at 21.8 µM | 360,000 compounds, 0.49% hits | C. elegans VP596 Pgst-4::GFP/RFP ratio, acrylamide-induced, 24 h;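 active = interference check ratio from 0.5 to 1.5 plus GFP to RFP signal ratio inhibition reaching or exceeding a fixed threshold, cut at about 30% in these data, passing the limit was not always enough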; note: some compounds called inactive have numbers as strong as hits
MsrA inh = bovine MsrA inhibition; inhibition, % at 15.5 µM; 360,000 compounds, 0.75% hits; purified bovine MsrA, absorbance read-out; AID 651718; in the data active = inhibition above about 4.5%;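 note: 0% = vehicle wells with enzyme and 100% = reference inhibitor wells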
Neddyl block = blocks human cullin neddylation; P61081+Q13564; TR-FRET cullin neddylation, biochemical; calls only at 25 µM; 360,000 compounds, 0.58% hits; AID 651699; in the data active = inhibition above about 36%
eLon inh = inhibitors of E. coli Lon protease; P0A9M0; purified E. coli Lon protease, fluorescence polarization; inhibition, % at 7.94 µM; 360,000 compounds, 0.42% hits; in the data active = inhibition above about 13%, passing the limit was not always enough;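 note: 0% = enzyme with probe and DMSO and 100% = no enzyme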
FAS TE block = FAS thioesterase (human) inhibition. recombinant FAS-TE, OMFH fluorogenic substrate, fluorescence endpoint. inhibition, % at 15 µM. 360,000 compounds, 0.67% hits;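 active = compounds whose normalised, plate-corrected inhibition of enzyme fluorescence in the single-dose primary screen is 50% or more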;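 note: 0% = DMSO with enzyme and 100% = substrate without enzyme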
Target sequence (P49327 whole entry, looked up): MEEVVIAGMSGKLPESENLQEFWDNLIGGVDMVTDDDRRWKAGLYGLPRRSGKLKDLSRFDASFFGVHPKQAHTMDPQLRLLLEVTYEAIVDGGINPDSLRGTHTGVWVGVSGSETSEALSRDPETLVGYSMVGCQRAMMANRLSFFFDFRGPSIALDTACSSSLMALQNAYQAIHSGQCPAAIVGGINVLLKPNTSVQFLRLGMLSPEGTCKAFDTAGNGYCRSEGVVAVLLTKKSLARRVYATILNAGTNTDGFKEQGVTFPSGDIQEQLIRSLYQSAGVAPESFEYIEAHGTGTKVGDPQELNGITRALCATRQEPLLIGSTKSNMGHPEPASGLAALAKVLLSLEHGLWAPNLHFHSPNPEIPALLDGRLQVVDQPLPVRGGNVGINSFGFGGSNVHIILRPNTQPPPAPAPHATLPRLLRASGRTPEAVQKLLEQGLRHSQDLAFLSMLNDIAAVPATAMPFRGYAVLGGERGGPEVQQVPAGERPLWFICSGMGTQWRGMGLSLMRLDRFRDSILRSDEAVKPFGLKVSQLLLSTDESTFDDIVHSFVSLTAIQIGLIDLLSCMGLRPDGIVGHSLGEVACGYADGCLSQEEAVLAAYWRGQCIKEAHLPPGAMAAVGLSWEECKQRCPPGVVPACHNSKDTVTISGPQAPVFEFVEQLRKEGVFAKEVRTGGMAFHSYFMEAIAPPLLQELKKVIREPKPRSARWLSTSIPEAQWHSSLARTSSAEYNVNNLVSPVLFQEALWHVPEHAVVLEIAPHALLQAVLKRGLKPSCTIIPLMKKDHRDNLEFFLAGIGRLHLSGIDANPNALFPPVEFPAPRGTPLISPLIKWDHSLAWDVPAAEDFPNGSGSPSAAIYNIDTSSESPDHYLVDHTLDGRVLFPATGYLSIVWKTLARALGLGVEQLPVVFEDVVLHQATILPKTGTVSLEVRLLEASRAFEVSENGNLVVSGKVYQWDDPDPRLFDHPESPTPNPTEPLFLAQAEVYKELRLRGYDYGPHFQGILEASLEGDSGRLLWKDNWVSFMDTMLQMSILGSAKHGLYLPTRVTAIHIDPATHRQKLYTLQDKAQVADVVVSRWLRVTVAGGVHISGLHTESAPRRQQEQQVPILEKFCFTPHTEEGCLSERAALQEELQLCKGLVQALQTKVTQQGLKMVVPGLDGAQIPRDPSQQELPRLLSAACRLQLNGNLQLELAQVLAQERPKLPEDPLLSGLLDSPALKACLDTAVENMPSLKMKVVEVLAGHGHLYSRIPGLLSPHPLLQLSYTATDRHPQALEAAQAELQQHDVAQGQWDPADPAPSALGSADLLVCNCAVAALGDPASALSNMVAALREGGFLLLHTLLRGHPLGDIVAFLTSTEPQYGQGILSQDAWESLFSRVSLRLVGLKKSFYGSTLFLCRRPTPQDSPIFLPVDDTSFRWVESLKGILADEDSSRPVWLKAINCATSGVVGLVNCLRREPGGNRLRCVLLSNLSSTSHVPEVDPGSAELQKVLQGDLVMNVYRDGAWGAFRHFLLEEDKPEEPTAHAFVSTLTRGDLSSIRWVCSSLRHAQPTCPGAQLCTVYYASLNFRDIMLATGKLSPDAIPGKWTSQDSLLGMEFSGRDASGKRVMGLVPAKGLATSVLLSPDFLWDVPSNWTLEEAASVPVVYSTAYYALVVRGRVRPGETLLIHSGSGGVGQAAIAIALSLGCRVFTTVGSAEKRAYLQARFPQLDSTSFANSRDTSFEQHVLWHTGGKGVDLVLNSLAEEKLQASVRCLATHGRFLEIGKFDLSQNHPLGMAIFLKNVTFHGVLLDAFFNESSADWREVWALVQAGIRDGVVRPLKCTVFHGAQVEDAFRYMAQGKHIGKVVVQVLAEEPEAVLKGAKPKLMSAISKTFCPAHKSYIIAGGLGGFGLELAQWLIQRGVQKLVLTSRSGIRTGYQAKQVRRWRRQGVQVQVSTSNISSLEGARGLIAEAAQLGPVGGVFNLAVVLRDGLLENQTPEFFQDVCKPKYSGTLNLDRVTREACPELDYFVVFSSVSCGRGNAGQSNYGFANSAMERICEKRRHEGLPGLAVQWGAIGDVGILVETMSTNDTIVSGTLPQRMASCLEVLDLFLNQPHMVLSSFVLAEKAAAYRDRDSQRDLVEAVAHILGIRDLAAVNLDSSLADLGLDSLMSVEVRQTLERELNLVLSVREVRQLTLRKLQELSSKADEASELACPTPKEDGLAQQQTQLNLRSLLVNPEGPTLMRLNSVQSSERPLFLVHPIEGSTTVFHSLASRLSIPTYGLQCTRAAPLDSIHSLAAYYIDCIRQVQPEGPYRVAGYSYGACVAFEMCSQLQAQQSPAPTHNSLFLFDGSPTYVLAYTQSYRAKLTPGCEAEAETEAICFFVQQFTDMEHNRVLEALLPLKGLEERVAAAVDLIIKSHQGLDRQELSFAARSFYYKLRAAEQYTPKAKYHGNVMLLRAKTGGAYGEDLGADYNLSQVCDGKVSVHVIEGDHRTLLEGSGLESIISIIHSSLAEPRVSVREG
NRP1-CendR mod = modulators of CendR peptide binding to human neuropilin-1. O14786. FAM-RPARPAR peptide binding to NRP-1, fluorescence polarization. inhibition, % at 25 µM. 360,000 compounds, 0.85% hits;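 active = inhibition or corrected inhibition above about 18%, plus a signal ratio from 0.5 to 1.5, limit read from the data, passing the limit was not always enough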; note: strong numbers were not always called active
MsrA act = bovine methionine sulfoxide reductase A activation | AID 602163 | 360,000 compounds, 0.3% hits | activation, % at 10.6 µM | purified bovine MsrA, absorbance read-out; in the data active = activation above about 7.5%;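 note: 0% = vehicle and 100% = reference activator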
Rin1 Abl inh = blocks binding of human Rin1 to Abl. P00519+Q13671. TR-FRET Rin1/Abl binding, biochemical. inhibition, % at 7.35 µM. 360,000 compounds, 0.4% hits; in the data active = inhibition above about 5%, passing the limit was not always enough
MT1-MMP act inh = MT1-MMP (human) activation inhibition. 360,000 compounds, 0.061% hits. HT1080 RFP-PRO-GFP cells, GFP/RFP ratio fluorescence, overnight; percent of plate control window, DMSO zero. GFP/RFP ratio change, % at 20 µM. P50281. AID 651647;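 active = GFP/RFP ratio change of at least 30% with cell ATP level not reduced by more than half and red fluorescence within 50% of control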; note: strong numbers were not always called active
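Assay system: HT1080 RFP-PRO-GFP cells. Benchmarks: DMSO vehicle wells and RFP-L50D-GFP reporter cell wells. Times: overnight cell settling, then overnight compound exposure, 37 °C, 5% CO2. Compound: 20 µM single dose, 1% DMSO. Read-out basis: GFP/RFP fluorescence ratio.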
* marks the source's active call; other numbers are inactive results.

The first 4 records as a preview:
For CCn1cc(C(=O)Nn2cnnc2)c(=O)c2ccc(C)nc21 the results were SKN-1 inh -2, MsrA inh 1.5, Neddyl block inactive, eLon inh -3, FAS TE block -6, NRP1-CendR mod -14, MsrA act -7, Rin1 Abl inh 1 and MT1-MMP act inh -1.
Screening CN1C(=O)C(=O)N(CC(=O)N2CCc3ccccc32)C1=O returned SKN-1 inh 13, MsrA inh 0.3, Neddyl block inactive, eLon inh -6, FAS TE block -4, NRP1-CendR mod 3, MsrA act -12, Rin1 Abl inh 4 and MT1-MMP act inh -3.
For COC(=O)CCC(=O)NC(=S)Nc1ccc(S(=O)(=O)N2CCCC2)cc1 the results were SKN-1 inh 1, MsrA inh 0.4, Neddyl block inactive, eLon inh 1, FAS TE block -6, NRP1-CendR mod 1, MsrA act -4, Rin1 Abl inh -1 and MT1-MMP act inh 0.
CNC[C@@H]1Oc2ccc(NC(=O)Nc3ccccc3)cc2C(=O)N([C@@H](C)CO)C[C@H]1C was read as SKN-1 inh -1, MsrA inh -0.2, Neddyl block inactive, eLon inh -6, FAS TE block -10, NRP1-CendR mod -8, MsrA act 0, Rin1 Abl inh 1 and MT1-MMP act inh 0.

This part in full, from the start:
For CCn1cc(C(=O)Nn2cnnc2)c(=O)c2ccc(C)nc21 the results were SKN-1 inh -2, MsrA inh 1.5, Neddyl block inactive, eLon inh -3, FAS TE block -6, NRP1-CendR mod -14, MsrA act -7, Rin1 Abl inh 1 and MT1-MMP act inh -1.
Screening CN1C(=O)C(=O)N(CC(=O)N2CCc3ccccc32)C1=O returned SKN-1 inh 13, MsrA inh 0.3, Neddyl block inactive, eLon inh -6, FAS TE block -4, NRP1-CendR mod 3, MsrA act -12, Rin1 Abl inh 4 and MT1-MMP act inh -3.
For COC(=O)CCC(=O)NC(=S)Nc1ccc(S(=O)(=O)N2CCCC2)cc1 the results were SKN-1 inh 1, MsrA inh 0.4, Neddyl block inactive, eLon inh 1, FAS TE block -6, NRP1-CendR mod 1, MsrA act -4, Rin1 Abl inh -1 and MT1-MMP act inh 0.
CNC[C@@H]1Oc2ccc(NC(=O)Nc3ccccc3)cc2C(=O)N([C@@H](C)CO)C[C@H]1C was read as SKN-1 inh -1, MsrA inh -0.2, Neddyl block inactive, eLon inh -6, FAS TE block -10, NRP1-CendR mod -8, MsrA act 0, Rin1 Abl inh 1 and MT1-MMP act inh 0.
Screening CC(=O)Nc1ccc(NS(=O)(=O)c2cccc3nonc23)cc1 returned SKN-1 inh 12, MsrA inh 0.2, Neddyl block inactive, eLon inh -8, FAS TE block -4, NRP1-CendR mod 8, MsrA act -3, Rin1 Abl inh 0 and MT1-MMP act inh -6.
CC(=O)N(c1c(C)n(C)n(-c2ccccc2)c1=O)C1(C(=O)NC2CCCC2)CCCCC1 was read as SKN-1 inh 17, MsrA inh 0.2, Neddyl block inactive, eLon inh -2, FAS TE block -9, NRP1-CendR mod 0, MsrA act -3, Rin1 Abl inh -2 and MT1-MMP act inh -2.
Screening COc1ccc2cc(C(C)=O)c(=O)oc2c1 returned SKN-1 inh 2, MsrA inh 3.5, Neddyl block inactive, eLon inh -1, FAS TE block -10, NRP1-CendR mod 7, MsrA act -5, Rin1 Abl inh -1 and MT1-MMP act inh -1.
For Cc1ccc(S(=O)(=O)N2CCOCC2)cc1NC(=O)COC(=O)c1ccc(Cl)s1 the results were SKN-1 inh -8, MsrA inh -1.3, Neddyl block inactive, eLon inh -2, FAS TE block -1, NRP1-CendR mod -4, MsrA act -4, Rin1 Abl inh 4 and MT1-MMP act inh 0.
For Cc1ccc(NC2CCCN(C(=O)c3cn(C)c4ccccc34)C2)cc1C (stereo not drawn) the results were SKN-1 inh -16, MsrA inh -0.4, Neddyl block inactive, eLon inh -4, FAS TE block 2, NRP1-CendR mod -5, MsrA act -2, Rin1 Abl inh -1 and MT1-MMP act inh -5.
Screening O=C(c1ccc(Cl)cc1)N1CCN(c2cccc3[nH]ccc23)CC1 returned SKN-1 inh 2, MsrA inh 1.2, Neddyl block inactive, eLon inh 3, FAS TE block 3, NRP1-CendR mod 3, MsrA act -5, Rin1 Abl inh -4 and MT1-MMP act inh 1.
For CCN(CC)CCCn1c(=S)[nH]c2ccccc2c1=O the results were SKN-1 inh -8, MsrA inh 1.2, Neddyl block inactive, eLon inh -24, FAS TE block -7, NRP1-CendR mod 15, MsrA act 4, Rin1 Abl inh 4 and MT1-MMP act inh -3.
Screening CCS(=O)(=O)N1N=C(c2ccccc2)CC1c1ccc2nccnc2c1 (stereo not drawn) returned SKN-1 inh 16, MsrA inh -0.9, Neddyl block inactive, eLon inh 7, FAS TE block -19, NRP1-CendR mod -187, MsrA act -3, Rin1 Abl inh -2 and MT1-MMP act inh 1.
O=C(CNC(=O)C1COc2ccccc2O1)N/N=C\c1ccccc1Cl (stereo not drawn) was read as SKN-1 inh -6, MsrA inh -0.4, Neddyl block inactive, eLon inh 2, FAS TE block 6, NRP1-CendR mod 18, MsrA act -1, Rin1 Abl inh 0 and MT1-MMP act inh 2.
Screening O=C(NNc1ccccn1)c1ccc(Cl)nc1 returned SKN-1 inh 4, MsrA inh -1.6, Neddyl block inactive, eLon inh 6, FAS TE block -4, NRP1-CendR mod 9, MsrA act -4, Rin1 Abl inh -2 and MT1-MMP act inh 5.
For Cc1ccc2[nH]cc(CCNC(=O)c3ccc([N+](=O)[O-])cc3)c2c1 the results were SKN-1 inh -1, MsrA inh -0.6, Neddyl block inactive, eLon inh 4, FAS TE block 36, NRP1-CendR mod -12, MsrA act -5, Rin1 Abl inh 3 and MT1-MMP act inh 2.
Screening COc1cc(/C=N/NC2=NS(=O)(=O)c3ccccc32)ccc1OC(C)=O returned SKN-1 inh -1, MsrA inh 3.0, Neddyl block inactive, eLon inh -13, FAS TE block -4, NRP1-CendR mod -2, MsrA act -5, Rin1 Abl inh 0 and MT1-MMP act inh -2.
Screening CCC(CC)NC(=O)CCc1nc2ccccc2c(=O)[nH]1 returned SKN-1 inh -3, MsrA inh -0.3, Neddyl block inactive, eLon inh 1, FAS TE block -7, NRP1-CendR mod -7, MsrA act -4, Rin1 Abl inh 5 and MT1-MMP act inh -2.
For CCCCn1c(N)c(N(CC(C)C)C(=O)c2oc3ccc(Br)cc3c2C)c(=O)[nH]c1=O the results were SKN-1 inh -2, MsrA inh -1.2, Neddyl block inactive, eLon inh -9, FAS TE block 5, NRP1-CendR mod -15, MsrA act -2, Rin1 Abl inh 0 and MT1-MMP act inh -5.
`CC1=CC(C)(C)Nc2ccc(OC(=O)CN3C(=O)c4cccc5cccc(c45)C3=O)cc21` gave SKN-1 inh 0, MsrA inh 2.1, Neddyl block inactive, eLon inh 10, FAS TE block 18, NRP1-CendR mod -4, MsrA act -4, Rin1 Abl inh -1 and MT1-MMP act inh -65.
Screening COc1cccc(NC(=O)CSc2nnc(Cn3nnc4ccccc43)n2C)c1 returned SKN-1 inh 1, MsrA inh 0.5, Neddyl block inactive, eLon inh -2, FAS TE block -6, NRP1-CendR mod 4, MsrA act -1, Rin1 Abl inh -2 and MT1-MMP act inh 1.
CCCn1c(=N)n(CC(=O)OCC)c2ccccc21 was read as SKN-1 inh 10, MsrA inh 0.8, Neddyl block inactive, eLon inh -8, FAS TE block -7, NRP1-CendR mod -9, MsrA act -3, Rin1 Abl inh -1 and MT1-MMP act inh -5.
`COCCNC(=O)c1ccccc1NC(=O)c1cc(OC)cc(OC)c1` gave SKN-1 inh 4, MsrA inh 0.6, Neddyl block inactive, eLon inh 3, FAS TE block 0, NRP1-CendR mod 13, MsrA act -3, Rin1 Abl inh -2 and MT1-MMP act inh 1.
`COc1ccc(CCCc2nnc(SCC(=O)Nc3ncc(C)s3)o2)cc1` gave SKN-1 inh 2, MsrA inh 0.9, Neddyl block inactive, eLon inh 0, FAS TE block -1, NRP1-CendR mod 19, MsrA act -7, Rin1 Abl inh 5 and MT1-MMP act inh -3.
For CCOC(=O)CSc1nnc(-c2ccc3ncccc3c2)n1C the results were SKN-1 inh -2, MsrA inh 0.0, Neddyl block inactive, eLon inh -1, FAS TE block -6, NRP1-CendR mod -8, MsrA act -5, Rin1 Abl inh 0 and MT1-MMP act inh 0.
`CCCc1nc(NCC2CCCO2)c2nnn(Cc3ccccc3)c2n1` (stereo not drawn) gave SKN-1 inh 6, MsrA inh -0.7, Neddyl block inactive, eLon inh 6, FAS TE block 2, NRP1-CendR mod 3, MsrA act -1, Rin1 Abl inh 1 and MT1-MMP act inh -1.
`COc1cc2cc(C(c3nnnn3C(C)(C)C)N3CCc4ccccc4C3)c(=O)[nH]c2cc1OC` (stereo not drawn) gave SKN-1 inh 0, MsrA inh 2.5, Neddyl block inactive, eLon inh -19, FAS TE block 15, NRP1-CendR mod -16, MsrA act -1, Rin1 Abl inh -5 and MT1-MMP act inh -26.
O=[N+]([O-])c1ccc(C(S(=O)(=O)Cc2ccccc2)S(=O)(=O)Cc2ccccc2)cc1 was read as SKN-1 inh -1, MsrA inh 0.0, Neddyl block inactive, eLon inh -11, FAS TE block 21, NRP1-CendR mod 2, MsrA act -1, Rin1 Abl inh -3 and MT1-MMP act inh 0.
For CCOC(=O)N1C2CCC(C2)N1C(=O)OCC the results were SKN-1 inh -6, MsrA inh 0.4, Neddyl block inactive, eLon inh -13, FAS TE block -5, NRP1-CendR mod 10, MsrA act -2, Rin1 Abl inh 0 and MT1-MMP act inh -3.
Screening COc1ccc(S(=O)(=O)N(C)CC(=O)Nc2ccc(C)cc2)cc1OC returned SKN-1 inh -7, MsrA inh 0.9, Neddyl block inactive, eLon inh -2, FAS TE block -1, NRP1-CendR mod -7, MsrA act -6, Rin1 Abl inh 2 and MT1-MMP act inh -4.
For CCN(C[C@H]1N[C@@](CC)(C(=O)OC)[C@H]2C(=O)N(C)C(=O)[C@@H]12)C(=O)Nc1ccccc1 the results were SKN-1 inh -7, MsrA inh -2.0, Neddyl block inactive, eLon inh 6, FAS TE block -8, NRP1-CendR mod -2, MsrA act -1, Rin1 Abl inh -2 and MT1-MMP act inh -1.
CCOC(=O)c1[nH]c(C)c(/C=N/O)c1C was read as SKN-1 inh -6, MsrA inh -0.1, Neddyl block inactive, eLon inh -2, FAS TE block -11, NRP1-CendR mod 5, MsrA act -8, Rin1 Abl inh 0 and MT1-MMP act inh -2.
`COc1cccc(/C=N/NC(=O)c2c(-c3ccccc3)noc2C)c1OC` gave SKN-1 inh 4, MsrA inh 0.5, eLon inh -1, FAS TE block -2, NRP1-CendR mod 17, MsrA act -2, Rin1 Abl inh 3 and MT1-MMP act inh -2.
Screening Cc1ccc(Cl)cc1NS(=O)(=O)c1ccc(-n2cccn2)cc1 returned SKN-1 inh 9, MsrA inh 1.3, Neddyl block inactive, eLon inh -5, FAS TE block -4, NRP1-CendR mod 8, MsrA act -1, Rin1 Abl inh 2 and MT1-MMP act inh -5.
Screening CCCCNC(=O)C1(C)CCN1C(=O)c1ccc2c(c1)CCO2 (stereo not drawn) returned SKN-1 inh 12, MsrA inh 1.9, Neddyl block inactive, eLon inh -3, FAS TE block -10, NRP1-CendR mod -9, MsrA act 0, Rin1 Abl inh 4 and MT1-MMP act inh 4.
O=C(CN1C(=O)CSc2ccc(C(F)(F)F)cc21)Nc1ccccc1 was read as SKN-1 inh 10, MsrA inh 1.0, Neddyl block inactive, eLon inh 1, FAS TE block 20, NRP1-CendR mod 1, MsrA act 0, Rin1 Abl inh 3 and MT1-MMP act inh 1.
`CN(C)c1ccnc(Oc2ccc(C(C)(C)C)cc2)c1C#N` gave SKN-1 inh 17, MsrA inh 0.1, Neddyl block inactive, eLon inh -3, FAS TE block 28, NRP1-CendR mod 2, MsrA act -1, Rin1 Abl inh 1 and MT1-MMP act inh -6.
Cc1ncc([N+](=O)[O-])n1S(=O)(=O)c1cc(Br)ccc1Br was read as SKN-1 inh -14, MsrA inh 1.5, Neddyl block inactive, eLon inh 0, FAS TE block -5, NRP1-CendR mod 5, MsrA act -5, Rin1 Abl inh -3 and MT1-MMP act inh 0.
